GPR55 activation – selective activators of receptor GPR55 – imaging, U2OS cells, beta-arrestin-GFP redistribution, primary screen (AID 1961); U2OS GPR55 beta-arrestin-GFP redistribution imaging; higher % means a stronger effect; one-dose activation, % at 10 µM; EC50 in µM for titrated hits; 0.048% of 290,000 active;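 active means activation above 40% with more than 50 cells counted in the well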;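 further: U2OS osteosarcoma cells stably expressing GPR55 and beta-arrestin-GFP; plate controls were DMSO negative control for no effect and LPI positive control for full effect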
KOR beta-arrestin-1 – KOR agonists, beta-arrestin recruitment, primary screen, cell-based, luminescence, uHTS (AID 1777); KOR beta-arrestin recruitment, luminescence; higher % means a stronger effect; activation, % at 10 µM; hits with a dose series show EC50 in µM; 0.02% of 280,000 active; in the data active means activation above about 50%, passing the limit was not always enough; further: a part of the inactive calls stands beside numbers as strong as those of hits
NOD1 inhibition – inhibition of NOD1-driven NF-kB reporter – cell-based, luminescence, uHTS, primary screen (AID 1578). inhibition, % at 4 µM; hits with a dose series show EC50 in µM. NOD1-driven NF-kB luciferase reporter cells, luminescence; higher % means a stronger effect. 1% of 290,000 active; in the data active means inhibition mostly above about 36%, no sharp cut-off; inactive means mostly below about 34%;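 further: HEK-293T reporter cells stimulated with the NOD1 agonist gamma-tri-DAP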
Large T inhibition – TAg ATPase/helicase activity blockers – biochemical (AID 1903). SV40 large T antigen ATPase/helicase inhibition assay; higher % means a stronger effect. inhibition, % at 20 µM; hits with a dose series show IC50 in µM. 0.39% of 310,000 active; in the data active means a potency from the dose series; further: strong numbers were not always called active
HIV peptide binding – cell-free HIV fusion peptide-binding blockers – biochemical, uHTS, fluorescence dequenching, primary screen (AID 1986); one-dose inhibition, % at 20 µM; IC50 in µM for titrated hits; cell-free peptide binding, fluorescence dequenching, 30 min; higher % means a stronger effect; 0.3% of 290,000 active; in the data active means inhibition mostly above about 52%, no sharp cut-off; inactive means mostly below about 76%; further: some results filed as inactive read as strong as hits
HEK293 NOD2/NF-kB – inhibition of NOD2-driven NF-kB reporter – cell-based, luminescence, uHTS, HEK293 (AID 1566); HEK293 NOD2/NF-kB luciferase reporter, luminescence; higher % means a stronger effect; inhibition, % at 4 µM; hits with a dose series show EC50 in µM; 0.63% of 290,000 active; further: many of its hits are not listed in these tables
GPR55 antagonists – GPR55 antagonists blocking LPI-driven arrestin recruitment, primary screen, imaging, U2OS, beta-arrestin-GFP, LPI agonist (AID 2013). inhibition, % at 10 µM; hits with a dose series show IC50 in µM. U2OS GPR55 beta-arrestin-GFP translocation imaging, LPI antagonism; higher % means a stronger effect. 0.13% of 290,000 active;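 active means spots per cell inhibited over 60%, with over 100 cells counted and total cytoplasm intensity under 500,000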;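 further: U2OS cells stably carrying GPR55 and arrestin-GFP stimulated by 5 µM LPI near EC80; imaged beta-arrestin-GFP aggregate spots per cell after agonist stimulation; plate controls were LPI-stimulated DMSO wells for no effect and DMSO wells without LPI for full effect; some results filed as inactive read as strong as hits; confirmed hits need IC50 under 10 µM and bright autofluorescent wells are also inconclusive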
MgcRacGAP inhibition – MgcRacGAP GTPase-activating activity inhibitors, confirmation, biochemical, ADP Hunter fluorescence; MgcRacGAP-stimulated Rac1 GTP hydrolysis, ADP Hunter fluorescence; higher % means a stronger effect; GST-tagged Rac1 F28L mutant substrate; inhibition, % at 30 µM, or IC50 in µM where a hit was titrated; AID 624330; 0.6% of 340,000 active;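 active means first-screen hits whose inhibition reached a set limit at any dose in the follow-up dose series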;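 further: fluorescence reports GDP produced by GAP-driven GTP hydrolysis; strong numbers were not always called active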
KOR beta-arrestin-2 – KOR antagonists, beta-arrestin recruitment, cell-based, luminescence, uHTS (AID 1778); inhibition, % at 10 µM; hits with a dose series show IC50 in µM; 0.091% of 290,000 active; KOR beta-arrestin recruitment, luminescence, antagonist mode; higher % means a stronger effect; further: strong numbers were not always called active
Starred values were filed as active, the others as inactive; x = no result given; [ ] = remark or other dose. Unless noted, no stated cut-off is given here; in the data, active means inhibition above about 50%; inactive means the rest. Only part of the results is shown; the hit share may differ from the screen's.

SMILES	GPR55 activation	KOR beta-arrestin-1	NOD1 inhibition	Large T inhibition	HIV peptide binding	HEK293 NOD2/NF-kB	GPR55 antagonists	MgcRacGAP inhibition	KOR beta-arrestin-2
Cc1nc2c(-c3ccc(F)cc3)c(C)nn2c(C)c1CCC(=O)Nc1ccc(F)cc1F	-0.2%	6.7%	5%	6%	-1.8%	8%	3%	0%	23%
O=C1CC(c2ccccc2)CN1Cc1ccccc1 (configuration not stated)	0.2%	-1.3%	-18%	-2%	1.6%	3%	-15%	2%	10%
CC(C)CNS(=O)(=O)c1cc(C(=O)N2CCOCC2)c(Cl)cc1Cl	0.2%	-8.8%	4%	2%	1.1%	22%	3%	-8%	-12%
Cc1ccc(C2=NCN(c3ccc(C(=O)O)cc3)C(=S)N2)cc1	2.2%	-1.5%	-20%	5%	2.2%	-82%	-1%	x	-5%
O=C(O)C(Cc1ccccc1)N1C(=O)CCC1=O (configuration not stated)	-0.5%	-2.7%	-30%	12%	-1.2%	10%	1%	-4%	-5%
Cc1cc(N2CCCCC2)c(F)cc1[N+](=O)[O-]	0.0%	-2.2%	5%	13%	-2.5%	8%	9%	7%	16%
Cc1ccc(C2C(C(=O)c3ccco3)=C(O)C(=O)N2c2ncccn2)cc1 (configuration not stated)	-0.2%	-3.7%	-2%	15%	1.9%	9%	-2%	12%	13%
CC1(C)CN(c2ccc(-c3ccnc4ncnn34)cc2)C1=O	-0.5%	-4.7%	-39%	9%	-0.9%	-10%	-13%	5%	4%
CCOC(=O)c1cc(-c2ccco2)nc2c1c(C)nn2-c1ccccc1	0.2%	22%	-34%	18%	-0.9%	-5%	-6%	12%	5%
Cc1cccc(N2CCN(C(=O)Cn3nc(C)n4cccc4c3=O)CC2C)c1 (configuration not stated)	-0.1%	1.6%	-9%	8%	1.4%	5%	-12%	2%	-5%[20 µM]
O=c1c2cc(Cl)ccc2nc(-c2ccccc2Cl)n1O	0.2%	-5.8%	-12%	9%	1.4%	14%	19%	10%	15%
O=C(O)c1ccc2ncsc2c1	0.9%	1.1%	2%	8%	-0.6%	12%	13%	-8%	-8%
COc1cc(NC(=O)COc2ccc(Cl)cc2)ccc1-c1cc2ccccc2oc1=O	0.2%	-5.8%	12%	25%	-0.9%	16%	1%	8%	10%
CCOCCCNC(=O)C1CCN(C(=O)N(C)C)CC1	-0.4%	0.4%	-8%	0%	1.3%	4%	-2%	5%	3%
CN(C)c1ccc(NC(=O)C(=O)C2C(=O)Nc3ccccc32)cc1 (configuration not stated)	-0.2%	1.5%	-9%	26µM*	-0.6%	-22%	15%	16%	4%
COc1ccc2[nH]cc(CCNC(=O)COc3cc(C)cc4oc(=O)cc(C)c34)c2c1	-0.1%	-3.7%	-14%	3%	-0.3%	7%	-2%	6%	1%[20 µM]
Cc1ccc(CCNC(=O)C2CCN(C(=O)N(C)C)CC2)cc1	-0.1%	-8.8%	-11%	8%	2.6%	-1%	5%	3%	-17%
CCOC(=O)N1CCN(C(=O)CN(c2ccc(OCc3ccccc3)cc2)S(C)(=O)=O)CC1	-0.1%	-3.0%	-22%	x	2.0%	-1%	2%	1%	31%
CC(=O)Nc1ccc(NC(=O)/C=C/c2ccc(Cl)cc2)cc1	-0.4%	4.4%	-22%	1%	-0.4%	-24%	1%	-2%	-21%
O=C(C1CCN(S(=O)(=O)Cc2ccccc2)CC1)N1CCN(c2ncccn2)CC1	0.0%	-0.8%	-18%	1%	-0.1%	9%	-9%	0%	25%
COc1ccc(-c2nc(CS(=O)CC(=O)NC3CCCCC3C)c(C)o2)cc1 (configuration not stated)	0.5%	-1.6%	-4%	17%	1.7%	-11%	6%	4%	-73%
CC(C)C(=O)Nc1nnc(Cc2c[nH]c3ccccc23)s1	-0.1%	-0.2%	0%	9%	1.2%	12%	0%	8%	24%
CC(C)(C#N)C(C)(C)c1nn[nH]n1	-0.2%	15%	7%	5%	-1.7%	0%	10%	-4%	7%
CCOC(=O)c1oc2nc3c(cc2c1N)COC(C)(C)C3	-0.4%	-4.5%	-19%	4%	-1.0%	-19%	7%	2%	14%

Arranged by the number under Large T inhibition (largest number first): 4 of the compounds above
SMILES	GPR55 activation	KOR beta-arrestin-1	NOD1 inhibition	Large T inhibition	HIV peptide binding	HEK293 NOD2/NF-kB	GPR55 antagonists	MgcRacGAP inhibition	KOR beta-arrestin-2
COc1ccc(-c2nc(CS(=O)CC(=O)NC3CCCCC3C)c(C)o2)cc1 (configuration not stated)	0.5%	-1.6%	-4%	17%	1.7%	-11%	6%	4%	-73%
CC(C)C(=O)Nc1nnc(Cc2c[nH]c3ccccc23)s1	-0.1%	-0.2%	0%	9%	1.2%	12%	0%	8%	24%
Cc1ccc(CCNC(=O)C2CCN(C(=O)N(C)C)CC2)cc1	-0.1%	-8.8%	-11%	8%	2.6%	-1%	5%	3%	-17%
COc1ccc2[nH]cc(CCNC(=O)COc3cc(C)cc4oc(=O)cc(C)c34)c2c1	-0.1%	-3.7%	-14%	3%	-0.3%	7%	-2%	6%	1%[20 µM]

(more compounds)
SMILES	GPR55 activation	KOR beta-arrestin-1	NOD1 inhibition	Large T inhibition	HIV peptide binding	HEK293 NOD2/NF-kB	GPR55 antagonists	MgcRacGAP inhibition	KOR beta-arrestin-2
COC(=O)Cc1c(O)ccn(CCc2c[nH]c3ccc(OC)cc23)c1=O	-0.3%	-1.7%	-30%	4%	3.2%	1%	3%	6%	11%
Cc1ccc(-n2c(O)c(C=NC3CCS(=O)(=O)C3)c3ccccc3c2=O)cc1C (configuration not stated)	0.0%	3.7%	-9%	5%	1.1%	17%	-1%	7%	12%
Cn1c(=O)[nH]c(=O)c2c1[nH]c(=S)n2CCCc1ccccc1	0.5%	1.7%	-20%	x	1.3%	8%	32%	20µM*	-29%[20 µM]
O=C(c1cnn2c(C(F)(F)F)cc(-c3ccc(F)cc3)nc12)N1CCc2ccccc2C1	0.3%	2.7%	-22%	25%	0.9%	-1%	6%	7%	-2%
Cc1ccccc1Cn1c(=O)n(CC2CCC(C(=O)NCCc3ccccc3)CC2)c(=O)c2ccccc21 (configuration not stated)	-0.2%	15%	-33%	-6%	0.2%	-30%	3%	7%	0%
Cc1cccc(NC(=S)N2CCN(S(C)(=O)=O)CC2)c1	-0.1%	0.7%	-16%	6%	1.1%	-11%	21%	1%	-6%
CCOCCn1c(=NC(=O)c2cc(Cl)sc2Cl)sc2cc(S(N)(=O)=O)ccc21	-0.2%	8.1%	-3%	10%	8.4%	17%	13%	x	-30%
CC1CN(C(=O)c2ccc(C(=O)c3ccccc3)cc2)CC(C)O1 (configuration not stated)	-0.2%	1.8%	-1%	-4%	-1.2%	4%	5%	-1%	10%
Cc1ccnc(N2CCC(C(=O)NNC(=O)COc3cccc4ccccc34)CC2)n1	-0.3%	4.7%	-19%	3%	-3.0%	-2%	2%	6%	8%
COc1ccc(CC(=O)N2N=C(C)CC2(O)c2cccnc2)cc1OC (configuration not stated)	-0.1%	0.0%	-1%	5%	-1.6%	14%	19%	7%	-15%
Nc1cc(=O)[nH]c(SCC(=O)N2CCCCC2)n1	0.2%	0.8%	-9%	x	1.0%	7%	10%	5%	-1%[20 µM]
O=C(CSc1ncccc1C(=O)O)c1ccc2ccccc2c1	0.0%	3.5%	0%	0%	8.4%	-151%	0%	11%	-24%
Cc1ccc(NC(=O)Cc2ccc([N+](=O)[O-])cc2)c(Br)c1	0.1%	-0.8%	-21%	2%	-1.4%	6%	-2%	5%	-15%
Cc1ccc(S(=O)(=O)NC(CC(=O)O)c2ccco2)cc1 (configuration not stated)	0.8%	8.0%	-9%	-1%	-3.6%	-2%	-11%	3%	-16%
CC(C)c1ccccc1NC(=O)COC(=O)Cc1c[nH]c2ccccc12	-0.4%	-2.0%	-24%	10%	2.1%	0%	-13%	4%	4%
COC(=O)CN1CC(=O)N(c2ccccc2)C1=S	-0.1%	-5.7%	15%	3%	-2.8%	-16%	3%	0%	-22%[20 µM]
CCN(CC)S(=O)(=O)c1ccc(NC(=O)c2c(-c3ccccc3)noc2C)cc1	-0.1%	-1.7%	12%	0%	3.7%	15%	5%	2%	14%
CCC(=O)N1N=C(c2ccc(NS(C)(=O)=O)cc2)CC1c1ccc(C)cc1 (configuration not stated)	0.2%	-1.1%	-17%	-5%	3.9%	-4%	8%	0%	-24%
COC(=O)c1cc(Cc2ccc(N)c(C(=O)OC)c2)ccc1N	0.7%	1.7%	-16%	5%	3.3%	2%	-8%	7%	-29%
O=C(O)c1ccc(-n2c(/C=C/c3ccccc3)nc3ccccc3c2=O)cc1	-0.1%	-2.2%	-8%	14%	4.3%	-20%	8%	-4%	32%
CCOC(=O)C1=C(c2ccccc2)Nc2ncnn2C1c1ccc(OC)c(OC)c1OC (configuration not stated)	-0.1%	-1.3%	10%	1%	-0.1%	14%	-4%	0%	-3%
O=C(O)c1ccc(S(=O)(=O)NCc2ccc3c(c2)OCO3)cc1	-0.1%	-1.0%	-15%	14%	0.8%	10%	21%	3%	-2%
c1coc(-c2nnc(SCc3cn4ccccc4n3)o2)c1	-0.3%	-4.5%	-13%	-1%	2.8%	0%	-22%	11%	-27%
C=CCC1(C(=O)NCCO)CCN(C(=O)OC(C)(C)C)CC1	0.0%	-2.1%	-9%	-6%	1.2%	14%	2%	1%	-40%[20 µM]
Cc1[nH]n(-c2ccc(Cl)cc2)c(=O)c1/C=N/n1c(C)nc2ccccc2c1=O	-0.4%	6.2%	-21%	14%	8.4%	16%	4%	0%	44%
CC(C)(C)c1cc(C(=O)N/N=C/c2ccco2)n[nH]1	-0.2%	5.8%	-35%	0%	5.1%	-29%	-2%	9%	12%
COc1cc(C(=O)Nc2ccc(C(=O)NCC3CCCO3)cc2)cc(OC)c1OC (configuration not stated)	-0.1%	-0.7%	-27%	11%	1.0%	2%	-7%	14%	7%
CCOC(=O)C1CCCCN1Cc1ccc(-c2ccccc2)cc1 (configuration not stated)	-0.1%	-9.1%	-21%	1%	-0.6%	3%	10%	29%	12%[20 µM]
COc1c(C)cc(S(=O)(=O)NC2CC(C)(C)NC(C)(C)C2)c(C)c1C	0.0%	-0.1%	-10%	-32%	-0.1%	21%	9%	4%	22%
COc1ccc(N2CCN(CCCNC(=O)CCCn3c(=O)[nH]c4ccsc4c3=O)CC2)cc1	0.3%	9.4%	9%	9%	-1.1%	3%	6%	21%	-10%
Clc1ccc(-c2nc3cnccn3c2Nc2ccc3c(c2)OCO3)cc1	-0.3%	0.7%	-10%	24%	-2.5%	-18%	3%	21%	9%
COc1ccc(N2CCN(C(=O)c3ccc(NS(=O)(=O)c4cccc(F)c4)cc3)CC2)cc1	0.0%	-1.9%	-15%	14%	-2.5%	10%	-5%	4%	22%
c1ccc2c(c1)COC(CNC1CCCCC1)OC2	-0.2%	0.3%	-26%	1%	-1.6%	5%	0%	1%	6%
OC(CNCc1cccc(Br)c1)c1ccccc1 (configuration not stated)	0.2%	2.4%	-23%	13%	-0.7%	-1%	-4%	13%	-38%[20 µM]

Screening results: PubChem BioAssay, several laboratories
